COUP-TFII inh = inhibitors of human COUP-TFII (NR2F2); P24468; HEK293T NGFI-A luciferase reporter, luminescence; inhibition, % at 8.6 µM; actives 0.7% (n = 370,000); AID 686940;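 active = inhibition above a per-plate cutoff, mean inhibition of test wells between control levels plus 3 SD, cut at about 38% in these data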;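 note: cells cotransfected with COUP-TFII expression vector driving the NGFI-A reporter; 0% = median of COUP-TF2 test wells and 100% = reporter-only cells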
Target sequence (P24468 whole entry, looked up): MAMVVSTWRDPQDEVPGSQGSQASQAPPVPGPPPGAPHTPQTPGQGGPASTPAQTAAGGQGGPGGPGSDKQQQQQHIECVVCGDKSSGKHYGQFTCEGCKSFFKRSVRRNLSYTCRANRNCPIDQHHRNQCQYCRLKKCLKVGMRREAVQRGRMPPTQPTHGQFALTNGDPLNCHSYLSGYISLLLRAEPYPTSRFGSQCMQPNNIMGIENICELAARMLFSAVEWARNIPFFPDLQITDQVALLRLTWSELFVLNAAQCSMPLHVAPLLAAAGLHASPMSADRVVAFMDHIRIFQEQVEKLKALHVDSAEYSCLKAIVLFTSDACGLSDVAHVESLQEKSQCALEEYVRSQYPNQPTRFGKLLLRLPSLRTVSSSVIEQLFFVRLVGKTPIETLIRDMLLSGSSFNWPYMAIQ
* marks the source's active call; other numbers are inactive results. A portion of the library; the hit share may differ from the screen's.

COUP-TFII inh	compound
4.8	CC(C)CNC(=O)OCc1cn(Cc2cccc(C(F)(F)F)c2)nn1
3.2	C=CC[C@@]1(c2ccccc2)Oc2ccccc2-c2nc3ccccc3nc21
-13.6	CC[C@H](CCCc1ccc(OC)cc1)CCC(=O)N1CCOCC1
-7.4	CCc1c(-c2cccc(Cl)c2)ncn1CCc1ccccc1OC
-10.0	CCc1c(C(C)O)oc2ccc3c(C)cc(=O)oc3c12 (centres undefined)
-3.7	COc1ccc(N2C[C@@]3(O)CC[C@@H](O)[C@@H](OC)[C@@H]3[C@@]2(C)[C@H](O)CC=C(C)C)cc1
6.7	CCN(CC)C(=O)CC[C@H]1CC[C@]2(CCCN(C(=O)c3cccnc3)C2)O1
13.8	COC(=O)[C@]12C[C@H](CC(=O)NCc3cccc4ccccc34)C(=O)N(CCC3=CCCCC3)C1=C[C@H](C(C)C)O[C@@H]2C1CC1
-1.4	CCCC1CCC2(CC1)CCC2OC(=S)Nc1ccc(N(C)C)cc1 (centres undefined)
-3.8	CCCCC(=O)N[C@H]1CC[C@@]23CCCN2C(=O)CCC[C@H]3[C@H]1CCC
-3.1	CCOC(=O)C1=CCC(c2ccccc2)N(S(C)(=O)=O)C1 (centres undefined)
-6.0	Cc1cccc(-c2cccc3[nH]c4c(c23)CCN2C(=O)[C@H]3[C@H](C)ON(C)[C@H]3C[C@@H]42)c1
-13.8	COC(=O)[C@]12C[C@H](CC(=O)NCc3cccc(C(F)(F)F)c3)C(=O)N(CCc3ccc(OC)c(OC)c3)C1=C[C@H](COCc1ccccc1)O[C@@H]2C
4.5	CCCN(CC1CC1)C(=O)CN1C(=O)C2CCCCN2C(=O)c2ccccc21 (centres undefined)
-47.1	CCOC(=O)CN1CCCc2nc(-c3ccc(OC)cc3)ccc21
3.6	CCCCCCCc1c(C#N)c(N)[nH]c(=S)c1C#N
-23.8	CN(Cc1ccccc1)C(=O)OCc1cn(Cc2cc(F)ccc2F)nn1
8.1	COc1ccc2[nH]cc(C(=O)CN3CCCCC3C)c2c1 (centres undefined)
-13.6	O=C(NCCCn1ccnc1)c1cc2c(ccc3ccccc32)o1
15.8	Cc1ccnc(SCc2cc(=O)c(OC(=O)c3ccc(C)c([N+](=O)[O-])c3)co2)n1
-7.3	Cc1cccc(C)c1NC(=O)C1CCCN1S(=O)(=O)c1cccc2cccnc12 (centres undefined)
-18.8	COC(=O)C1=C(C)N(C)C(=NCc2ccc(C(F)(F)F)cc2)NC1c1ccc(F)cc1 (centres undefined)
-20.0	CC(C)CN1C[C@@H]2CSCCS(=O)(=O)N2C1=O
-28.2	CC1=C[C@@H]2[C@H]3C(=O)N(Cc4ccccc4)C(=O)[C@H]3[C@@H]1[C@@H]1O[C@@]3(C(=O)N(C)c4ccccc43)C3=C(CCCC3=O)N21
-46.1	CCn1c(O)c(C=Nc2ccccc2)sc1=S
9.5	S=c1[nH]nc(-c2cc(-c3ccccc3)n[nH]2)n1/N=C/c1cccc2ccccc12
-16.5	C[C@@H]1CN([C@@H](C)CO)S(=O)(=O)c2ccc(Br)cc2O[C@@H]1CN(C)Cc1ccc2c(c1)OCO2
-2.0	C=CCOC(=O)N[C@@H](c1cccc(OC)c1)[C@@H](C)/C=C/CC(=O)O
4.8	O=C(C1CCCN(S(=O)(=O)c2cccc3ccccc23)C1)N1CCN(Cc2ccccc2)CC1 (centres undefined)
16.9	O=C(c1cc(C2CC2)on1)N(C1CCCCC1)C1CCOCC1
-14.2	CC(C)CN1C(=O)[C@]2(CC(=O)N(C)C2c2ccccc2)c2cc(-n3cc(CCc4ccccc4)nn3)ccc21 (some centres undefined)
16.8	COc1ccc(S[C@]2(C(=O)N3CCN(c4ncccn4)CC3)CC(=O)N(c3ccc(OC)cc3)[C@@H]2c2ccc(OC)cc2)cc1
18.4	N#CCN1CCC(c2cc(-c3ccco3)n[nH]2)CC1
-3.2	Nc1[nH]c(C(=O)c2ccc(Br)cc2)c(-c2ccc3c(c2)OCO3)c1C(=O)NCCc1c[nH]c2ccccc12
15.1	Nc1[nH]c(C(=O)c2ccc(Br)cc2)c(-c2ccc(Br)cc2)c1C(=O)N1CCCCC1
-16.9	CCOC(=O)C1=NOC(C(=O)NC2CCCC2)(C(=O)c2ccc(OC)cc2)C1 (centres undefined)
20.0	O=C(N=C1N(Cc2ccccc2)C[C@]2(C=C3CCCCC3n3c(=O)n(-c4ccccc4)c(=O)n32)N1C(=O)OCc1ccccc1)c1ccccc1 (some centres undefined)
14.7	c1ccc(OCc2nnc(SCc3nc4ccccc4[nH]3)n2-c2ccccc2)cc1
-4.2	CC(C)C[C@@H]1NC(=O)[C@H]2C[C@]3(c4ccccc4)c4ccccc4N[C@H]3N2C1=O
-12.8	C=CCN1C(=O)[C@H](CC(=O)NCCc2ccccc2OC)[C@@]2(C(=O)OCC)CCCC=C12
7.8	CC[C@H]1C=C[C@@H](C(=O)NS(=O)(=O)c2ccc(C)cc2)N(C(C)=O)C1
7.7	CC1CCN(CCCNS(=O)(=O)c2cc3c(cc2Br)CCN3C(=O)C2CC2)CC1
9.1	Cc1cccc(-c2nnc(SCC(=O)Nc3ccc(OCc4ccccc4)cc3)n2Cc2ccco2)c1
10.2	CC(=O)NC(Cc1ccccc1C)C(=O)NC1CCN(c2c3c(nc4ncnn24)CCC3)CC1 (centres undefined)
-19.1	CC(=O)c1cc(-c2cc(C(=O)O)cc([N+](=O)[O-])c2)c(=O)n2c1CCC2
20.1	Cc1ccc(NC(=O)CSc2nnc(-c3ccccc3F)n2-c2ccccc2)c(C)c1
29.9	C[C@@H](O[Si](c1ccccc1)(c1ccccc1)C(C)(C)C)[C@H]1C(=O)N[C@H](Cc2cn(S(=O)(=O)c3ccccc3)c3ccccc23)C(=O)N1C
6.3	N#Cc1ccc(OCCCN2CCC(C(O)(c3ccccc3)c3ccccc3)CC2)cc1
-0.4	CCCCCCC12Cc3cc(OC)c(OC)cc3C(O1)C1=C(O2)C(C)(C)CCC1=O (centres undefined)
-3.3	Cc1cc(C)n(CCNC(=O)[C@@H](Cc2ccccc2)NC(=O)[C@H]2O[C@@H](n3ccc(=O)[nH]c3=O)[C@H](O)[C@@H]2O)n1
3.8	C[C@@H](Oc1ccccc1)c1nnn(Cc2ccccc2)c1-c1c([C@@H](C)Oc2ccccc2)nnn1Cc1ccccc1
-8.7	Cc1cccc(C)c1NC(=O)[C@@H]1CC(=O)O[C@@H]1c1ccccc1
6.1	Cc1ccccc1CNC(=O)C1CCC(CNS(=O)(=O)c2cccc3cccnc23)CC1 (centres undefined)
19.3	COC(=O)c1cc(S(=O)(=O)N2CCN(c3ccccc3Cl)CC2)cn1C
-4.5	CC(c1c[nH]c2ccccc12)c1c[nH]c2ccc(Br)cc12 (centres undefined)
0.1	COC(=O)C1=C(C)N(C)C(=NCC2CC2)NC1c1cccc(F)c1 (centres undefined)
-5.1	CC(=O)N[C@@H]1C[C@@H]2O[C@H](CO)CC[C@@H]2O[C@@H]1CCc1ccc(C#CC2(O)CCCC2)cc1
-5.2	O=C([C@@H]1C[C@H]1c1ccccc1)N1CCC(Oc2cccnc2)CC1
-5.5	Nc1[nH]c2cc(Cl)ccc2c1C(=O)NCCc1ccc(Cl)cc1
6.7	Cn1c(=O)c2cc(S(=O)(=O)N3CCN(c4ccc(F)cc4)CC3)ccc2n(C)c1=O

Going on with the list:
COUP-TFII inh	compound
-0.2	COc1ccc(/C=C2/CN(Cc3ccc(OC)cc3OC)C3=N[C@H](c4ccccc4)CC(=O)N32)cc1
6.8	CCC(=O)N[C@@H]1C[C@@H]2O[C@@H](CO)CC[C@@H]2O[C@@H]1CCc1ccc(-c2cccc(OC)c2)cc1
-18.9	COC(=O)C(Cc1ccc(O)cc1)NS(=O)(=O)Cc1ccccc1 (centres undefined)
-7.5	C=CCN1[C@@H](CC(C)C)COc2cccc(NCCCN3CCOCC3)c2S1(=O)=O
-8.4	CC(=O)CC[C@H]1CC[C@]2(CCCN(S(C)(=O)=O)C2)O1
8.3	O=S1(=O)c2ccc(N3CCCC3)cc2Oc2ccccc2CN1Cc1cn(Cc2cccc(C(F)(F)F)c2)nn1
-2.7	Cc1ccc(CNC(=O)O[C@H]2CC[C@@]34CCCN3C(=O)CCC[C@H]4[C@H]2C)cc1
13.9	Cc1ccc(-c2nnc(SCC(=O)N/N=C/c3ccccc3C(=O)O)n2-c2ccccc2)cc1
0.1	CC(NC(=O)C(NC(=O)OCc1ccccc1)C(C)O)C(=O)OCc1ccccc1 (centres undefined)
4.0	COc1ccccc1CCn1cnc(-c2cccc(Br)c2)c1C(C)C
-10.0	CCc1ccccc1NC(=O)[C@@H]1CCCN1S(=O)(=O)c1cccc2cccnc12
-6.6	CCOC(=O)[C@]12CCCC=C1N(Cc1ccc(OC)cc1)C(=O)[C@@H]2CC(=O)N1CCC(c2ccccc2)CC1
-8.1	CCOC(=O)N1CCN(C(=O)C[C@H]2C[C@@]3(C(=O)OC)C(=C[C@H](C(C)C)O[C@@H]3C3CC3)N(Cc3ccc4c(c3)OCO4)C2=O)CC1
-12.6	CCOc1ccc(-n2c(SCC(=O)Nc3ccc(S(=O)(=O)Nc4cc(C)nc(C)n4)cc3)nnc2-c2ccco2)cc1
2.2	CC[C@@H](CCCc1ccccc1OC)CCS(=O)(=O)C(C)(C)C
14.9	O=S1(=O)C=C(Sc2ccc(Cl)cc2)c2ccccc2C1Cc1ccc(F)cc1 (centres undefined)
-3.6	CC(=O)N(C)C[C@@H]1OCc2ccccc2-c2c(n(C)c3ccccc23)C(=O)N([C@@H](C)CO)C[C@@H]1C
9.8	COC(=O)C1=C(C)N(C)C(=NCc2ccc(OC)cc2)NC1c1ccccc1C(F)(F)F (centres undefined)
-3.0	CCOC(=O)C1=CCN(S(=O)(=O)c2ccc(F)cc2)C1c1ccc(Cl)cc1 (centres undefined)
-6.1	COc1cc2c(c(OC)c1OC)CC(c1ccccc1)=C(c1ccccc1)CC2NC(=O)C(F)(F)F (centres undefined)

Another view of part of the listing above:
SMILES	COUP-TFII inh
COC(=O)C1=C(C)N(C)C(=NCc2ccc(OC)cc2)NC1c1ccccc1C(F)(F)F (centres undefined)	9.8
CCOC(=O)C1=CCN(S(=O)(=O)c2ccc(F)cc2)C1c1ccc(Cl)cc1 (centres undefined)	-3.0

The main list resumes, starting seven compounds before the break.
COUP-TFII inh	compound
-12.6	CCOc1ccc(-n2c(SCC(=O)Nc3ccc(S(=O)(=O)Nc4cc(C)nc(C)n4)cc3)nnc2-c2ccco2)cc1
2.2	CC[C@@H](CCCc1ccccc1OC)CCS(=O)(=O)C(C)(C)C
14.9	O=S1(=O)C=C(Sc2ccc(Cl)cc2)c2ccccc2C1Cc1ccc(F)cc1 (centres undefined)
-3.6	CC(=O)N(C)C[C@@H]1OCc2ccccc2-c2c(n(C)c3ccccc23)C(=O)N([C@@H](C)CO)C[C@@H]1C
9.8	COC(=O)C1=C(C)N(C)C(=NCc2ccc(OC)cc2)NC1c1ccccc1C(F)(F)F (centres undefined)
-3.0	CCOC(=O)C1=CCN(S(=O)(=O)c2ccc(F)cc2)C1c1ccc(Cl)cc1 (centres undefined)
-6.1	COc1cc2c(c(OC)c1OC)CC(c1ccccc1)=C(c1ccccc1)CC2NC(=O)C(F)(F)F (centres undefined)
-25.2	CC(C)CN1C(=O)C[C@@]2(C(=O)N(C)c3ccc(NS(=O)(=O)c4ccc(F)cc4)cc32)C1c1ccccc1 (some centres undefined)
2.5	CCCCCCCCN1C(=O)[C@@H](CC(=O)N2CCCCC2)C[C@@]2(C(=O)OC)C1=C[C@H](C1CCCC1)O[C@@H]2C
-11.7	Cc1ccccc1Cn1cc(CN2[C@H](CC(C)C)COc3cc(Br)ccc3S2(=O)=O)nn1
-2.9	C[C@H]1[C@@H](OC(=O)NC2CCC2)CC[C@@]23CCCN2C(=O)CCC[C@@H]13
-9.5	Oc1ccc(Br)cc1/C=N/Nc1nc(N2CCCCC2)nc(N2CCOCC2)n1
0.1	Cc1ccccc1C(=O)N[C@H](C(=O)N1CCC[C@H]1C(=O)NCc1ccccc1)c1ccccc1
-3.2	COC(=O)CSc1nnc(-c2cccs2)o1
8.4	Cc1cccc(Cn2cc(CN3CC(N4CCN(CCOC(=O)c5cc6ccccc6o5)CC4)CS3(=O)=O)nn2)c1 (centres undefined)
8.0	COc1ccccc1NC(=O)OCCCN1CCC2(CCC(C)CC2)C1=O (centres undefined)
19.4	COC(=O)[C@]12C[C@H](CC(=O)N3CCSCC3)C(=O)N(CCC3=CCCCC3)C1=C[C@H](C1CCCC1)O[C@@H]2C
15.3	CCC(NC(=O)c1ccc2c(c1)c(C)c(C)n2Cc1ccc(Cl)cc1)c1ccccc1 (centres undefined)
-1.9	COC(=O)C1CN(Cc2cn(Cc3ccc(F)cc3)nn2)CCS(=O)(=O)N1Cc1ccccc1 (centres undefined)
-6.0	C[C@@H]1CCN(C2CC2)S(=O)(=O)c2ccc(N3CCC[C@@H]3CO)cc2O1
16.6	COC(=O)[C@]12C[C@H](CC(=O)N3CCN(C(=O)C4CC4)CC3)C(=O)N(Cc3ccccc3)C1=C[C@H](C(C)C)O[C@@H]2C1CC1
2.3	CCOc1cccc(-c2nnc3n2N=C(c2ccc(OC)cc2)CS3)c1
22.9	Cc1cc(C)cc(C(=O)OCCN2CCN(C3CN(Cc4cn(Cc5ccc([N+](=O)[O-])cc5)nn4)S(=O)(=O)C3)CC2)c1 (centres undefined)
-2.5	O=C(c1cccs1)n1ccc2ccc(-c3ccc4ccn(C(=O)c5cccs5)c4c3)cc21
-24.2	Cc1ccc2nc(-c3ccc(NC(=O)CSc4nnc(-c5cccc(Cl)c5)n4Cc4ccco4)cc3)sc2c1
-1.9	O=C(N[C@H](Cc1ccccc1)C(=O)NCC1CCCO1)[C@H]1O[C@@H](n2ccc(=O)[nH]c2=O)[C@H](O)[C@@H]1O (some centres undefined)
5.8	Cc1cccc(Cn2cc(CN3CC(N(C)CCCOC(=O)c4cc5ccccc5o4)CS3(=O)=O)nn2)c1 (centres undefined)
-88.2	CN(C)C(=O)c1cccc(-c2csc(N3CCC(C(N)=O)CC3)n2)c1
